Gal4-VP16 FLuc = Gal4-VP16 reporter inhibition counter-screen; Drosophila S2 Gal4-VP16 UAS-luciferase, luminescence, 20 h; Potency, µM (highest dose often 53.6 µM), for inactives: at the highest dose activity, negative = inhibition, usual class: inhibitors; AID 2546; 310,000 compounds, 3.5% hits;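 also: Gal4-VP16 expression switched on by copper sulfate through the metallothionein promoter; nearly all actives have a fitted effect of over 50% in size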
RORgamma inh = inhibitors of mouse ROR gamma transcriptional activity; 310,000 compounds, 5.4% hits; Drosophila S2 Gal4-RORgamma UAS-luciferase reporter, 20 h; P51450; Potency, µM (titrated, usually from 53.6 µM), inactives show at the highest dose activity change, negative = inhibition, actives largely listed as inhibitors; also: nearly all actives have a fitted effect of over 60% in size
Target sequence (P51450 whole entry, looked up, the tested form may be a part): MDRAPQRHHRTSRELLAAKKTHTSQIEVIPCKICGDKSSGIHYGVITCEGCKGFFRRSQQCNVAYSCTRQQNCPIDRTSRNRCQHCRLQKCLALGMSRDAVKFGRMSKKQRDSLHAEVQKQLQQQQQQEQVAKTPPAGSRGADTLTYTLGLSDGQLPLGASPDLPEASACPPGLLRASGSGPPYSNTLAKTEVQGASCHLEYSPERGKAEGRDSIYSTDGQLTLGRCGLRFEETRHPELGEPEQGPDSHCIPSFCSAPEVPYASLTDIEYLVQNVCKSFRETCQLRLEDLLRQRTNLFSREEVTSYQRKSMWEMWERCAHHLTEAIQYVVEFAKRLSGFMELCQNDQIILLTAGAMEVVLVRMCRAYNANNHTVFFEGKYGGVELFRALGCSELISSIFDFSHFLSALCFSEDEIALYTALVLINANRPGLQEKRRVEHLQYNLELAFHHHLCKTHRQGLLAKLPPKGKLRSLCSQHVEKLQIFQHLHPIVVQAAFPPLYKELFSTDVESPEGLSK
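Using a luciferase readout, inhibitors were identified by reduced reporter activity in Drosophila cells coexpressing a copper-inducible Gal4–ROR gamma fusion and UAS-driven Photinus luciferase, incubated 20 hr after 700 uM copper sulfate.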
The depositor's hits bear a star; ? = inconclusive; [ ] = dose if it differs, or a comment. Calls follow the shape of the dose curve; as a rule, active = well fitted curve in the direction sought with a large enough effect; inconclusive = small, poorly fitted or top-dose-only effect, or another doubt; inactive = no such curve, though single readings can be large; an effect the other way counts as inactive or inconclusive. % is scaled to controls: 0 for no effect and ±100 for the full control effect; potency is read from the fitted curve at half-maximal effect. These rows are one share of the data (hit frequency here may not be typical).

SMILES | Gal4-VP16 FLuc | RORgamma inh
C[N+]1(C)C2CCC1CC(OC(=O)C(O)c1ccccc1)C2 (configuration not stated) | -1% | -21%
O=C(c1cccc(F)c1)N1CCC[C@@]2(CCN(Cc3nccs3)C2)C1 | 13% | -17%
CC(C)CCCC(C)C1CCC2C3CC(=O)[C@H]4CC(O)CC[C@]4(C)C3CC[C@@]12C (some centres not stated) | -8% | -4%
OC[C@@H](O)COc1cccc2ccccc12 | -21% | 21%
O=c1c(CCc2ccccc2)nc2cnc(N3CCOCC3)nc2n1C1CC1 | -11% | 9%
CC(=O)N1CC[C@@H]2CC(=O)C[C@@H](C)[C@@H]21 | -3%[96.6 µM] | 4%[96.6 µM]
O=[N+]([O-])c1cccc(C(F)(F)F)c1 | -2% | 35%
FC(F)(F)c1ccc(-c2noc(-c3ccccc3)c2I)cc1 | 8% | 0%
NCC1CCCCC1CC(=O)O (configuration not stated) | -4% | 6%
NC(=O)N/N=C\c1ccc([N+](=O)[O-])o1 | -7%[17 µM] | ?
Cn1cccc1C(=O)N1CCC[C@@]2(CCN(C(=O)Nc3cccc(C#N)c3)C2)C1 | 1% | -13%
N[C@@H](CSSC[C@H](N)C(=O)O)C(=O)O | 4% | 2%
COc1cccc(-c2cc(NCc3cnc(C)cn3)ncn2)c1 | -4% | ?
CCCCC1=CC2=CC(=O)C(C)(OC(=O)CCC(=O)OC)C(=O)C2=CO1 (configuration not stated) | 0% | 13%
C[C@@H](O)[C@@H]1NC(=O)[C@H](CCCCN)NC(=O)[C@H](Cc2c[nH]c3ccccc23)NC(=O)[C@H](Cc2ccccc2)NC(=O)[C@H](Cc2ccccc2)NC(=O)[C@H](CC(N)=O)NC(=O)[C@H](CCCCN)NC(=O)[C@@H](NC(=O)[C@@H]2CCCN2)CSSC[C@@H](C(=O)N[C@@H](CCCCN)C(=O)O)NC(=O)[C@H](CO)NC(=O)[C@H](CO)NC(=O)[C@H](Cc2ccccc2)NC1=O | -4% | 9%
Cc1cc(C2(c3cc(C)c(O)cc3C)OS(=O)(=O)c3ccccc32)c(C)cc1O | -12% | -4%
COC(=O)N1CCC[C@@]2(CCN(c3ccccc3)C2)C1 | 11% | 19%
COC(=O)N1CCC2(CC1)CN(c1cccc(-c3ccccc3)c1)C2 | -2% | 24%
Nc1cc(Cl)c(N)c(Cl)c1 | -13% | -2%
COC(=O)C(CC(C)C)NS(=O)(=O)c1ccccc1Br (configuration not stated) | 12% | ?

In the list so far, these have a nitro group on carbon.
SMILES | Gal4-VP16 FLuc | RORgamma inh
O=[N+]([O-])c1cccc(C(F)(F)F)c1 | -2% | 35%
NC(=O)N/N=C\c1ccc([N+](=O)[O-])o1 | -7%[17 µM] | ?

Remaining list, next part
SMILES | Gal4-VP16 FLuc | RORgamma inh
Cc1csc(-c2coc3cc(O[C@@H]4O[C@H](CO)[C@@H](O)[C@@H](O)[C@H]4O)ccc3c2=O)n1 | 16µM* | 3.2µM*
NCCCNCCCCNCCCNC(=O)CCc1ccc(O)cc1 | 7%[10 µM] | 3%[10 µM]
ICCc1ccccc1 | 8% | -1%
Cc1nc(NCc2ccccc2)c2nc(-c3ccccc3)n(C(C)CN(C)C)c2n1 (configuration not stated) | 18% | 11µM*
O=C1C=CC2=C3c4cc(O)c(O)cc4C[C@]3(O)COC2=C1 | -11% | ?
C[C@@]12C=Cc3occc3[C@H]1CC[C@]13CC(=O)[C@@H](CC[C@H]12)C3 | -6% | -23%
COc1ccc(COC(=O)N/N=C2/C[C@@H](O)[C@@H](O)[C@@H]3[C@@H]4C(=O)N(c5cccc(Oc6ccccc6)c5)C(=O)[C@H]4CC[C@H]23)cc1 | 6%[10 µM] | 13%[10 µM]
CCC/C=C(\CCC)C(NC(=O)c1ccccc1)c1ccccc1 (configuration not stated) | -7% | ?
O=C(c1cccc(F)c1)N1CCC[C@@]2(CCN(C(c3ccccc3)c3ccccc3)C2)C1 | -4% | 36%
CC(C)=CCC1(CC=C(C)C)C(=O)C(C(=O)c2ccccc2)=C2OC(C)(C)CCC2(CC=C(C)C)C1=O (configuration not stated) | 1%[10 µM] | -3%[10 µM]
CC(C)CCCC(C)C1CCC2C3CC(O)[C@@]4(O)CC(O)CC[C@@]4(C)C3CC[C@@]12C (some centres not stated) | -15% | -27%
CC/C=C\C[C@H](O)/C=C/C=C\C/C=C\C/C=C\CCCC(=O)O | -12% | 21%
CCC1=C2CC[C@H]3C(=O)NC(=O)[C@H]3[C@H]2[C@@]2(C)C(=NCCc3c[nH]c4ccccc34)OC(=O)N2C1=O | -6% | 0%
CCN(CC)CCCn1c(-c2ccccc2)nc2c(N(CCOC)CCOC)nc(C)nc21 | 2% | -15%
CC(C)C[C@@H](CC(=O)N[C@H](CC(=O)N[C@@H]1CCNC[C@H]1C(=O)N[C@H](CC(=O)N[C@@H](CCC(=O)O)CC(=O)O)CC(C)C)C(C)C)NC(=O)[C@@H]1CNCC[C@H]1N | 4% | -15%
CC(=O)O[C@](C)(CCC=C(C)C)C1CC=C(C)CC1 (some centres not stated) | 4% | -16%
COc1cc(C(=O)O[C@H]2C/C(C)=C/CC/C(C)=C/[C@@H](O)C2C(C)C)ccc1O (some centres not stated) | -22% | 7%
CC(C)c1cccc2cc3c(nc12)-c1cccc(=O)n1C3 | -11% | -20%
COc1cc(NS(C)(=O)=O)ccc1Cc1c2ccccc2nc2ccccc12 | -14% | -17%
OCCN1CCN(CC/C=C2\c3ccccc3Sc3ccc(C(F)(F)F)cc32)CC1 | 5%[17 µM] | 0%[16.9 µM]

2 of these compounds in a different format.
| molecule | Gal4-VP16 FLuc | RORgamma inh |
| --- | --- | --- |
| COc1ccc(COC(=O)N/N=C2/C[C@@H](O)[C@@H](O)[C@@H]3[C@@H]4C(=O)N(c5cccc(Oc6ccccc6)c5)C(=O)[C@H]4CC[C@H]23)cc1 | 6%[10 µM] | 13%[10 µM] |
| CCC/C=C(\CCC)C(NC(=O)c1ccccc1)c1ccccc1 (configuration not stated) | -7% | ? |

Sorted by SMILES length (rising): 7 of the compounds above.
SMILES | Gal4-VP16 FLuc | RORgamma inh
OC[C@@H](O)COc1cccc2ccccc12 | -21% | 21%
NCCCNCCCCNCCCNC(=O)CCc1ccc(O)cc1 | 7%[10 µM] | 3%[10 µM]
O=C(c1cccc(F)c1)N1CCC[C@@]2(CCN(Cc3nccs3)C2)C1 | 13% | -17%
Cc1nc(NCc2ccccc2)c2nc(-c3ccccc3)n(C(C)CN(C)C)c2n1 (configuration not stated) | 18% | 11µM*
O=C(c1cccc(F)c1)N1CCC[C@@]2(CCN(C(c3ccccc3)c3ccccc3)C2)C1 | -4% | 36%
COc1cc(C(=O)O[C@H]2C/C(C)=C/CC/C(C)=C/[C@@H](O)C2C(C)C)ccc1O (some centres not stated) | -22% | 7%
CC(C)C[C@@H](CC(=O)N[C@H](CC(=O)N[C@@H]1CCNC[C@H]1C(=O)N[C@H](CC(=O)N[C@@H](CCC(=O)O)CC(=O)O)CC(C)C)C(C)C)NC(=O)[C@@H]1CNCC[C@H]1N | 4% | -15%

Carrying on.
SMILES | Gal4-VP16 FLuc | RORgamma inh
COc1ccc2c(c1)c(C1=C(c3c[nH]c4ccccc34)C(=O)NC1=O)cn2CCCN(C)C | -5% | 20%
N#CCCCS(=O)(=O)c1nnnn1-c1ccc(F)cc1Br | ? | ?
CC(=O)N1CCC2(CC1)CN(Cc1ccc(C#N)cc1)C2 | 10% | -15%
COc1ccc(NC(=O)c2cc(OCCCN(C)C)nn2Cc2ccccc2)cc1 | -2% | -2%
COc1ccc(Oc2ncc3nc(-c4ccc(Cl)cc4)c(=O)n(C[C@H]4CCCO4)c3n2)cc1 | -8% | 28%
C[C@@H](c1ccccc1)N1C(=O)[C@H]2[C@H]3[C@H](O)[C@H](O)C/C(=N/NC(=O)OCc4ccccc4)[C@H]3CC[C@@H]2C1=O | 1%[10 µM] | 17%[10 µM]
CN(C)c1ncc2nc(-c3ccc(F)cc3)c(=O)n(C3CC3)c2n1 | 8% | 5%
COc1cc(CCN2C(=O)N[C@@H](c3ccccc3)C(C(C)=O)=C2C)cc(OC)c1OC | 1% | 0%
CNc1nc(-c2ccccc2OC)nc2ccccc12 | -16% | -41%
CN(Cc1ccco1)c1cc(-c2cccc(C#N)c2)ncn1 | 29% | 32%
O=c1ccn(C2OC(COP(=O)(O)OP(=O)(O)OP(=O)(O)O)C(O)C2O)c(=O)[nH]1 (configuration not stated) | -9% | -24%
Cc1ccccc1-c1cncnc1N(C)Cc1ccco1 | -4% | -26%
CN(C)C(=O)c1ccc(-c2ccc3ncnc(N(C)Cc4ccco4)c3c2)cc1 | ? | -3%
COc1cccc(Cn2c(=O)c(-c3cn(C)c4ccccc34)nc3cnc(N4CCNCC4)nc32)c1 | ? | 20µM*
CNc1ncncc1-c1ccccc1C | -1% | 0%
CS(=O)(=O)N1CCC2(CC1)CN(c1ccccn1)C2 | 2% | 38%
CC(=O)OCC1=C[C@H]2[C@@H]3C(C)(C)[C@]3(OC(C)=O)C[C@@H](C)[C@]2(O)[C@@H]2C=C(C)C(=O)[C@@]2(O)C1 | -3% | 13%
COc1ncc2nc(C)c(=O)n(CCC#N)c2n1 | 4% | -18%
CC(C)CO/N=C1/C[C@@H](O)[C@@H](O)[C@@H]2[C@@H]3C(=O)N(c4cccc(Oc5ccccc5)c4)C(=O)[C@H]3CC[C@H]12 | -10%[10 µM] | 9%[10 µM]
COc1ccc(CNc2ncncc2-c2cccnc2)c(OC)c1 | 5% | 13%
COc1ncc2nc(-c3cn(C)c4ccccc34)c(=O)n(C)c2n1 | 2% | -3%
COc1ccc(C2/C=C\CN(Cc3ccco3)C(C)C(=O)N2Cc2ccc(F)cc2)cc1 (configuration not stated) | -2% | 33%
c1ccc2sc(N3CCN(Cc4ccc5c(c4)OCO5)CC3)nc2c1 | 4% | ?
CCCCC1=CC2=CC(=O)C(C)(OC(=O)c3ccco3)C(=O)C2=CO1 (configuration not stated) | 3% | -11%
CCCC[C@H]1C[C@@H]1[C@@H]1N(P(=O)(c2ccccc2)c2ccccc2)[C@](CO)(c2ccccc2)CC12CC2 | 1% | 15%
COc1cccc(Cn2c(=O)c(-c3ccc(Cl)cc3)nc3cncnc32)c1 | 0% | -9%
O=C(c1ccncc1)N1CCC2(CC1)CN(Cc1cc(C(F)(F)F)cc(C(F)(F)F)c1)C2 | 6% | 2%
COC(=O)/C=C\c1cc(O)ccc1O | 11µM* | 14µM*
COC(=O)C/C=C\[C@@H](C)[C@@H](/C=N\OC[C@@H](O)COCc1ccco1)NS(=O)(=O)c1ccc(C)cc1 | -8%[10 µM] | -6%[10 µM]
COc1ccc(COC(=O)N/N=C2/C[C@@H](O)[C@@H](O)[C@@H]3[C@@H]4C(=O)N(Cc5ccccc5)C(=O)[C@H]4CC[C@@H]23)cc1 | 6%[10 µM] | 26%[10 µM]
CC(=O)C[C@H](O)[C@@H](NC(=O)OC(C)(C)C)C(C)C | -4%[10 µM] | -3%[10 µM]
CCC(=O)OC1(C)C(=O)C=C2C=C(/C=C/COC)OC=C2C1=O (configuration not stated) | 4% | -5%
CC(=O)N1CCC2(CC1)CCN(c1ncccn1)CC2 | -8% | 21%
COCC(=O)N1CCC2(CCN(Cc3nccs3)CC2)CC1 | 7% | 1%
COC(=O)N1CCC2(CC1)CN(C(=O)Nc1ccccc1)C2 | 2% | 2%
CCC[C@@H]1C[C@@]1(CCC)C(NC(=O)OCc1ccccc1)c1ccc(-c2ccccc2)cc1 (some centres not stated) | -17% | -39%
Cc1ccccc1C1CC(=O)Oc2cc(C)c(Cl)c(C)c21 (configuration not stated) | -5% | 3%
C=COC(=O)/C=C/C | 7% | 2%
CO[C@@H]1COC(=O)C/C=C\[C@@H](C)COC(=O)[C@H](COCc2ccccc2)NC(=O)C/C=C\[C@H]1C | -5%[10 µM] | -2%[10 µM]
COCCn1c(=O)c(CCc2ccccc2)nc2cnc(OC)nc21 | 0% | -17%
COc1cccc([C@@H]2Oc3ccc(Br)cc3[C@H](O)[C@H]2O)c1 | -4% | -5%
COc1ccc(C(CCN2CCCC(C)C2)c2c(O)cc(OC)cc2OC)cc1 (configuration not stated) | -9% | -2%
COc1ccccc1CNc1nc(-c2ccccc2OC)nc2ccccc12 | ? | ?
CCNc1ncc2nc(-c3ccc(Cl)cc3)c(=O)n(C[C@H]3CCCO3)c2n1 | -6% | 1%
CC(=O)OC1CCC2(C)C(=CCC3C2CCC2(C)C3C[C@@H]3O[C@]32C(C)=O)C1 (some centres not stated) | -1% | 16%
CC[C@@H](c1ccccc1)n1c(=O)n2n(c1=O)[C@H]1[C@H](O)[C@H]3O[C@@H]3/C(=N/OCC(C)C)[C@@H]1CC2 | 5%[10 µM] | -1%[10 µM]
COc1cccc(Cn2c(=O)c(-c3ccccc3)nc3cnc(N4CCN(C)CC4)nc32)c1 | -4% | 0%
O=C(c1ccco1)N1CCC2(CCCN(c3ccccn3)C2)CC1 | 10% | 3%
CCCCC1=CC2=CC(=O)C(C)(O)C(=O)C2=CO1 (configuration not stated) | 2% | 19%
CC(=O)Oc1ccc2c(c1)CCC1C2CC[C@]2(C)C(OC(C)=O)CCC12 (some centres not stated) | ? | ?
COC(=O)c1ccc(C(NC(=O)OCc2ccccc2)/C(F)=C/[C@@H](C)C(=O)NCCN2CCOCC2)cc1 (some centres not stated) | 1% | 28%
Oc1ccc(Nc2nc(-c3ccc(Cl)cc3)cs2)cc1 | 14µM* | ?
O=C(c1csnn1)N1CCC2(CCCN(c3ncccn3)C2)CC1 | 6% | 1%

From PubChem
